# High-throughput results (PubChem)
# A3G deaminase = APOBEC3G DNA deaminase inhibitors, primary screen, biochemical, fluorescence, single-stranded DNA substrate, uHTS; recombinant A3G, ssDNA deamination FAM/TAMRA fluorescence; inhibition, % at 20 µM; 0.28% of 330,000 active; AID 493012, 2011;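 active = inhibition of at least 40% at 20 µM, with no more than 30% in the related APOBEC3A deaminase screen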;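 note: plate controls were DMSO wells with A3G for no effect and wells lacking A3G enzyme for full effect; some compounds called inactive have numbers as strong as hits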
# Target sequence (Q9HC16 whole entry, looked up): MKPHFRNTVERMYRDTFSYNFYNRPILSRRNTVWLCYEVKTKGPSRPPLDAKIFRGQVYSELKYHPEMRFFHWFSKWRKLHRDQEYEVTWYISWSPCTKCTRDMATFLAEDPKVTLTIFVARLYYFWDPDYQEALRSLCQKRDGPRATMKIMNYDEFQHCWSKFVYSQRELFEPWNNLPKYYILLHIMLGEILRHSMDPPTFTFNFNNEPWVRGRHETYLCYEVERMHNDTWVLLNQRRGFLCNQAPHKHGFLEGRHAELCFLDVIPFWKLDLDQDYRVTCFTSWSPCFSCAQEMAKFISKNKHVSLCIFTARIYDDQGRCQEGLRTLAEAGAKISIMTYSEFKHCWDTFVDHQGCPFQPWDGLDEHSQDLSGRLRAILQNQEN
# SENP1 FRET inh = human SENP1 catalytic domain inhibitors, primary screen, biochemical, FRET, uHTS | Sentrin-specific protease 1 (Homo sapiens), Q9P0U3 | recombinant SENP1 catalytic domain, CyPet-SUMO1-YPet FRET cleavage | inhibition, % at 10 µM | 0.21% of 360,000 active | AID 624204, 2012;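 active = inhibition at least 30% at 10 µM, raw YFP signal under a set limit, fluorescence ratio 0.5 to 1.5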;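 note: 0% = enzyme with DMSO and 100% = no enzyme wells; some results filed as inactive read as strong as hits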
# Target sequence (Q9P0U3 419-644 limits assumed): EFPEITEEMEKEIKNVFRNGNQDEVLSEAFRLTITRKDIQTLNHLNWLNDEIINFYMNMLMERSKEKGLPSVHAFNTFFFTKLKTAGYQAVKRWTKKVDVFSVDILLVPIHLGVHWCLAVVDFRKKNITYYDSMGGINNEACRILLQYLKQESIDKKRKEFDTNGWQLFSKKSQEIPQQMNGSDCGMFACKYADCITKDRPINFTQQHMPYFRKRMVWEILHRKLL
#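 material = recombinant human SENP1 catalytic domain, His6-tagged | quantity = 20 pM enzyme | reagent = 25 nM SUMO1 FRET substrate | compound dosing = 10 µM single point, 0.5% DMSO | timing = 50 min enzyme reaction, room temperature, light-protected | detection = FRET, CFP and YFP emission | control set = no-enzyme low, enzyme-DMSO high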
# hIAP activ = human IAP activators, primary screen, biochemical, luminescence, uHTS; purified human IAP, CDP-Star luminescence, 30 min; stronger effect = higher value; 1 = vehicle-only enzyme, 0 = enzyme-free background; Intestinal-type alkaline phosphatase (Homo sapiens), P09923; 0.16% of 330,000 active; activation factor at 10 µM;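 active = activation factor of the enzyme at least 2-fold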; note: the source names both 10 and 20 µM as test concentration; values of inactives mirror those of a sister screen read the other way
# MIN6 prolif = inducers of MIN6 beta-cell proliferation, primary screen, ATP luminescence, uHTS. MIN6 cells proliferation, ATPlite luminescence, 48 h; cells starved in 0.2% serum; 100% = growth in 10% serum. proliferation, % at 10 µM. 0.29% of 330,000 active. AID 2380, 2010;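 active = compounds whose signal lies at least 3.5 SD above the mean of all wells on their plate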;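 note: 0% = DMSO-treated cells in low-serum medium and 100% = 10% serum control; some compounds called inactive have numbers as strong as hits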
# hIAP block = human IAP inhibitors, primary screen, biochemical, luminescence, uHTS; 0.12% of 330,000 active; inhibition, % at 10 µM; Intestinal-type alkaline phosphatase (Homo sapiens), P09923; purified IAP, CDP-Star luminescence, 30 min;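 active = inhibition reaching a set limit with compound at 10 µM in the primary screen, cut at about 35% in these data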;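 note: plate controls were DMSO wells with enzyme for no effect and no-enzyme buffer wells for full effect; values of inactives mirror those of a sister screen read the other way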
# APOBEC3A inh = APOBEC3A ssDNA deaminase inhibitors, primary screen, selectivity assay for APOBEC3G inhibitor project, biochemical, FAM/TAMRA oligo cleavage fluorescence. inhibition, % at 20 µM. recombinant A3A, FAM/TAMRA ssDNA deamination fluorescence. 0.41% of 330,000 active. AID 493011, 2011;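 active = at least 40% inhibition at 20 µM here, with at most 30% in a related deaminase screen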;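 note: plate controls were A3A with DMSO for no effect and wells lacking A3A enzyme for full effect; some results filed as inactive read as strong as hits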
# Target sequence (P31941 whole entry, looked up): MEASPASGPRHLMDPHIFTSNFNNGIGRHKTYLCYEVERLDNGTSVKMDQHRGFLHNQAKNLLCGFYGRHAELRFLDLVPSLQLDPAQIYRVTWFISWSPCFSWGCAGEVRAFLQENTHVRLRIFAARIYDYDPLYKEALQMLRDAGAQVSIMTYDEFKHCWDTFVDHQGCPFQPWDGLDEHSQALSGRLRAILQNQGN
# mIAP activ = activators of mouse IAP, primary screen, biochemical, luminescence, uHTS. intestinal alkaline phosphatase [Mus musculus]. muIAP, CDP-Star luminescence, 30 min; stronger effect = higher value; 1 = vehicle-only enzyme signal, 0 = enzyme-free wells. activation factor at 10 µM. 0.24% of 330,000 active;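 active = activation factor of at least 2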; note: the source names both 10 and 20 µM as test concentration; values of inactives mirror those of a sister screen read the other way
#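 System: mouse IAP enzyme. Reagent: CDP-Star chemiluminescent phosphatase substrate. Benchmarks: DMSO wells, no-enzyme wells. Times: 30 min enzyme-substrate-compound incubation at room temperature. Detection: luminescence from enzymatic CDP-Star hydrolysis. Doses: test compounds delivered from DMSO solution.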
# mIAP block = inhibitors of mouse IAP, primary screen, biochemical, luminescence, uHTS; inhibition, % at 10 µM; 0.2% of 330,000 active; AID 2806, 2010; purified mouse IAP, CDP-Star luminescence, 30 min; intestinal alkaline phosphatase [Mus musculus];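 active = inhibition of at least 40% at 10 µM in the primary screen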;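 note: plate controls were DMSO with enzyme for no effect and no enzyme wells for full effect; values of inactives mirror those of a sister screen read the other way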
# NALP3 yeast inh = NALP3 inflammasome inhibitors in reconstituted yeast, primary screen, luminescence, uHTS | Yeast reconstituted NLRP3/ASC/caspase-1, beta-gal luminescence, 24 h | inhibition, % at 10 µM | 0.39% of 330,000 active | AID 2825, 2010;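 active = inhibition of 50% or more; inactive = inhibition below 50%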;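 note: plate controls were induced DMSO wells for no effect and uninduced yeast grown without galactose for full effect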
# Starred values were filed as active, the others as inactive; · = no result given.
Molecule,mIAP block,MIN6 prolif,NALP3 yeast inh,hIAP activ,A3G deaminase,APOBEC3A inh,hIAP block,SENP1 FRET inh,mIAP activ
Cc1ccc(-c2ccccc2NC(=O)CS(=O)CC(=O)Nc2ccc(C)c(Cl)c2)o1 (configuration not stated),17,-4,25,0.75,-7,-3,25,1,0.83
CSCCC(NC(=O)c1ccccc1)C(=O)N1CCN(Cc2ccc(Cl)cc2)CC1 (configuration not stated),-1,5,12,0.97,4,-3,3,-1,1
CS(=O)(=O)N(CC(=O)N1CCCCC1)c1ccc(Cl)c(C(F)(F)F)c1,0,0,8,0.96,-5,-1,4,0,1
CCOC(=O)C1NN=C(C(=O)c2ccccc2)C1c1ccc(Cl)cc1 (configuration not stated),7,-5,-16,1.1,-5,-2,-13,-3,0.93
O=C(CNC(=O)C(c1ccccc1)c1ccccc1)N/N=C\c1cccc(O)c1,-14,-3,-7,0.95,-6,-9,5,2,1.1
O=C(c1ccc(-c2ccc(Cl)cc2)o1)N1CCN(S(=O)(=O)c2cccs2)CC1,-4,-7,17,1,-6,-1,-3,2,1
Fc1ccc(/C=N/n2c(-c3cccs3)n[nH]c2=S)cc1,-8,-4,21,1,32,-3,0,1,1.1
CCCCCCSc1nsc(N)n1,-5,-1,8,1,3,0,-1,-1,1.1
Cc1cccc(NC(=O)C2C3C=CC4(O3)C2C(=O)N(CCCN2CCCC2)C4C(=O)NC2CCCC(C)C2C)c1 (configuration not stated),0,0,14,0.93,-6,0,7,1,1
COCc1cc(C)nc(OCC(=O)N/N=C/c2ccc(O)cc2O)c1C#N,2,-4,14,0.94,-1,-1,6,0,0.98
Cc1ccccc1C(=O)NNC(=O)C1CCN(c2ncccn2)CC1,-9,-2,-6,1.2,-9,-2,-20,-2,1.1
CN(C)c1cccc(C(=O)NNC(=S)NC2CC3CCC2C3)c1 (configuration not stated),2,-5,25,1.6,0,-4,-56,2,0.98
COC(=O)COc1ccc(S(=O)(=O)N2CCN(c3ccccc3)CC2)cc1,-1,-4,6,1.1,-6,2,-13,3,1
CCCN1/C(=C(/C#N)C2=NS(=O)(=O)c3ccccc32)N(C)c2ccccc21,-2,0,6,1,5,-1,-3,2,1
Cc1nc(NS(=O)(=O)c2ccccc2C)c2c3c(sc2n1)CCC3,3,1,35,0.89,-4,0,11,·,0.97
O=C1Nc2ccc(F)cc2C12Nc1ccccc1-c1nnc(SCc3ccccc3)nc1O2 (configuration not stated),8,-2,8,1.8,2,0,-83,6,0.92
CCOP(=O)(OCC)C(NC(=O)c1cccs1)C(F)(F)F (configuration not stated),-7,1,9,1,-6,0,-4,0,1.1
COc1ccc(NC(=O)c2ccccc2C)c(OC)c1,1,-3,28,1.1,-6,0,-13,0,0.99
CC(C)OC(=O)CSc1ncnc2c1cnn2Cc1ccccc1,6,0,1,1.1,-7,-5,-7,2,0.94
COc1cccc(C2CC(=O)Nc3n[nH]c(-c4ccccc4)c32)c1OC (configuration not stated),-5,-1,-8,1.2,-7,0,-19,2,1
Cc1cccc(-c2noc(CCCC(=O)N3CCOCC3)n2)c1,3,-1,22,1.3,-5,-5,-28,2,0.97
CC(C)(C)n1nc2c(c1NC(=O)Cc1cccs1)CSC2,4,-6,9,0.94,-2,5,6,·,0.95
COc1ccc(OC)c(CCNC(=O)CCCc2nnc3n(C)c(=O)c4sccc4n23)c1,-4,2,18,1,-2,4,-4,2,1
Cc1cccc(N2CCN(C(=O)/C=C/c3cccs3)CC2)c1C,-2,-5,21,1,-3,0,-5,1,1
Cn1cc(CN2CCN(c3ncccn3)CC2)c(-c2cccc(Cl)c2)n1,1,1,23,0.96,-5,3,4,1,0.99
O=S(=O)(c1ccc(F)cc1)N1CC=C(c2ccccc2)CC1,-6,-2,39,1,-9,-6,-1,3,1.1
Cc1ccc(S(=O)(=O)CCC(=O)Nc2cccc(C)c2)cc1,-14,-2,3,1,-7,-1,-4,2,1.1
COc1ccc(NC(=O)CSc2nc(SC)ns2)cc1,16,0,13,1,-11,-4,0,3,0.84
CCC(=O)N1CCN=C1SCc1cccc(C(F)(F)F)c1,7,-2,24,0.89,-5,-5,11,2,0.93
c1ccc2[nH]c(NN=C3CCCCCC3)nc2c1,4,-1,0,1.3,-3,1,-31,-8,0.96
CCC(C)NC(=O)CSc1nnc(-c2c[nH]c3ccccc23)o1 (configuration not stated),-8,-2,9,1.2,2,2,-21,1,1.1
CCCSC1=C(C#N)C(c2ccccc2C)CC(=O)N1 (configuration not stated),-6,3,7,0.74,-9,-5,26,-2,1.1
CCOC(=O)CN(C(=O)COc1ccc2c(C)cc(=O)oc2c1)c1ccc(OCC)cc1,1,-4,8,0.97,-3,4,3,3,0.99
CN(Cc1cccnc1)C(=O)c1ccc2nc(Cc3ccccc3F)oc2c1,-2,-3,7,0.82,-2,-1,18,-3,1
COc1cc(C)c(NC(=O)c2cc(C3CC3)nc3c2cnn3C(C)C)cc1OC,11,-1,14,1,-8,1,-2,1,0.89
OCCC1CN(C2CCSCC2)CCN1C1CCCC1 (configuration not stated),-2,0,5,0.92,-7,0,8,2,1
CC(C)c1ccc(NC(=O)COC(=O)CSc2nnc(N)s2)cc1,-7,1,17,0.96,-5,-2,4,3,1.1
O=[N+]([O-])c1ccc2c(c1)OCCOCCOCCOCCOCCOCCO2,13,3,9,1,-3,-1,-2,5,0.87
O=C(CN1C(=O)C2C3CCC(C3)C2C1=O)Oc1ccc2ccccc2c1 (configuration not stated),-10,-3,3,1.3,-6,-5,-28,1,1.1
COc1ccc(N2C(=O)c3ccccc3NC2c2ccccc2O)cc1 (configuration not stated),9,-5,12,0.82,1,0,18,-1,0.91
COc1cc(OC)nc(Oc2ccccc2C(=O)Oc2ccc(F)cc2Cl)n1,-1,-2,1,0.88,-4,-2,12,-1,1
CC12CCC(C(=O)NNc3ccccc3)(OC1=O)C2(C)C (configuration not stated),9,-2,6,0.96,-1,-3,4,1,0.91
Cc1ccccc1CN1CCCNC1=O,2,2,-4,1,0,0,-4,1,0.97
CCN(CC)CCN(Cc1cc2cc3c(cc2[nH]c1=O)OCCO3)C(=S)NCC1CCCO1 (configuration not stated),-1,-1,10,1.1,-9,-5,-6,-5,1
Cc1nc2ccccn2c1-c1ccnc(SCc2ccc(Cl)cc2)n1,0,0,1,1.1,-11,-5,-8,1,1
Cc1ccc(NC(=O)CNc2ccc(OC(C)C)cc2)cc1,2,-4,-6,0.95,3,10,5,-5,0.98
COC(=O)c1ccc(NC(=S)NC2c3ccccc3CC2O)cc1 (configuration not stated),-5,-2,8,0.99,-2,-1,1,1,1
Cc1cc(NC(=O)CCCN2C(=O)c3cccnc3C2=O)ccc1Br,-10,1,-6,1,2,3,-4,1,1.1
COC(=O)c1c(NC(=O)c2ccc(C)c(S(=O)(=O)Nc3ccccc3C)c2)sc2c1CCCC2,5,-3,7,0.98,1,1,2,0,0.95
CC(C)Cc1ccc(CN2CCCC(NC(=O)c3cnc4ccccn4c3=O)C2)cc1 (configuration not stated),9,-6,16,1.1,-7,-6,-10,-2,0.91

# Additional results:
Molecule,mIAP block,MIN6 prolif,NALP3 yeast inh,hIAP activ,A3G deaminase,APOBEC3A inh,hIAP block,SENP1 FRET inh,mIAP activ
COc1ccc(CNC(=O)C/C(C)=N/NC(=O)C23CC4CC(CC(C4)C2)C3)cc1,3,1,-4,1.2,-8,-6,-17,1,0.97
CCN(CC)CCNC(=O)c1ccc(NC(=O)Cc2ccsc2)cc1,-1,-3,22,0.98,-6,1,2,1,1
Cc1noc(C)c1C(=O)N(CC(C)C)c1nc2ccccc2s1,8,3,9,0.85,-2,-1,15,0,0.93
CC(C)(C)c1ccc(S(=O)(=O)N2CCN(CC(O)CN3CCOCC3)CC2)cc1 (configuration not stated),9,-3,16,1,-7,-1,-5,1,0.91
COc1cc(C)c(S(=O)(=O)N2CCCC2)cc1C(C)C,-4,0,49,1,-2,-1,-2,0,1

# This is a subset; count on the stated rates, not on these rows.
